# OPRM1-OPRD1 ag: agonists of human mu-delta opioid receptor heterodimerization; activation, % at 9.3 µM; P35372+P41143; cells, OPRM1-OPRD1 heterodimerization, luminescence; 0.3% of 340,000 active; in the data active = activation above about 18%;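 note: 0% = vehicle-treated cells and 100% = reference agonist; values of inactives mirror those of a sister screen read the other way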
# PfHsp90 set2: reduces growth (ATP signal) of yeast expressing P. falciparum Hsp90 | S. cerevisiae expressing PfHsp90, BacTiter-Glo ATP, 48 h; yeast lacking PDR1 and PDR3 efflux regulators | inhibition, % at 9.4 µM | 0.32% of 310,000 active;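 active = every replicate shows inhibition above about 80%, whatever the replicate mean, limit read from the data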;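 note: 0% = DMSO neutral controls and 100% = 20 µM radicicol positive controls; yeast relying on Plasmodium falciparum Hsp90 in place of its own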
# PKA-R1A act: activators of PKA-R1A complex; P00514+P68181; PKA-R1A dissociation, Cy5-IP20 fluorescence polarization; scaled: DMSO 0%, 113 µM cGMP 100%; activation, % at 11.4 µM; 0.083% of 340,000 active; AID 504707;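 active = percent activation above the mean of all tested compounds plus 3 SD, cut at about 19% in these data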;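 note: higher means more PKAc released from R1A so a rise in polarization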
# AddAB inh: less growth of phage-infected E. coli with AddAB | AID 435030 | E. coli expressing H. pylori AddAB, absorbance growth | 0.29% of 330,000 active | inhibition, % at 11.9 µM; in the data active = inhibition above about 12%;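 note: 0% = vehicle wells of infected cells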
# Pemphigus Ab inh: inhibitors of pemphigus antibody binding to human desmoglein-3. P32926. DSG3-coupled beads, scFv-anti-DSG3-GFP binding, flow cytometry; stronger effect = lower value. binding (percent of control), % at 10 µM. 0.48% of 310,000 active;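 active = binding more than 3 SD below its plate's average and above zero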;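 note: hits lower antibody fragment binding to DSG3; some compounds called inactive have numbers as strong as hits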
# E coli growth: counter-screen for AddAB inhibitors: E. coli growth inhibition; E. coli V3065 growth, OD600 absorbance, 18 h; AID 449728; 0.27% of 330,000 active; inhibition, % at 11.9 µM;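 active = inhibition above the campaign's mean inhibition across all tested compounds plus 3 SD, cut at about 9.9% in these data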;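 note: uninfected addAB+ strain grown without phage in ampicillin broth; 0% = DMSO wells and 100% = ciprofloxacin 0.95 µg/ml wells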
# HTR5A ag ctr: counter-screen for OPRM1-OPRD1 agonists: human HTR5A agonism; HTR5A agonist assay, luminescence, cell-based; activation, % at 9.3 µM; 0.61% of 340,000 active; AID 504692; in the data active = activation mostly above about 9.5%, no sharp cut-off; inactive = mostly below about 7.6%;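 note: 0% = cells with vehicle only and 100% = reference agonist; strong numbers were not always called active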
# Target sequence (P47898 whole entry, looked up): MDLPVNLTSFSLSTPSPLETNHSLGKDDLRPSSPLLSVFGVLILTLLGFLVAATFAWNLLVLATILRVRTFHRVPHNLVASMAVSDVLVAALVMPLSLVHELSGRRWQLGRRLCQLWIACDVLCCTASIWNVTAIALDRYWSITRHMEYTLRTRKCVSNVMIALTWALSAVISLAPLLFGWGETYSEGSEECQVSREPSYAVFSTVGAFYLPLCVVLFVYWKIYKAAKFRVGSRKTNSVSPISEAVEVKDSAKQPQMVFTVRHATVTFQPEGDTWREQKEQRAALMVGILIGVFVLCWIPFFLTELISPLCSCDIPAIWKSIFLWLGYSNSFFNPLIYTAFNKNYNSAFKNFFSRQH
# phage Ecoli inh: E. coli growth loss with phage present. 0.26% of 360,000 active. AID 651602. inhibition, % at 11.9 µM. growth absorbance; in the data active = inhibition above about 11%
# HTR5A inv ctr: inverse agonist of human HTR5A in OPRM1-OPRD1 counter-screen | inhibition, % at 9.3 µM | P47898 | 0.083% of 340,000 active | HTR5A cell line, luminescence, inverse agonism; in the data active = inhibition mostly above about 23%, no sharp cut-off; inactive = mostly below about 18%;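 note: 0% = cells with DMSO and 100% = no-cell wells with DMSO; some compounds called inactive have numbers as strong as hits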
# OPRM1-OPRD1 inv: mu-delta opioid heterodimer inverse agonism. P35372+P41143. cell-based MOR-DOR heterodimer luminescence. inhibition, % at 9.3 µM. 0.21% of 340,000 active; in the data active = inhibition above about 22%, passing the limit was not always enough;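 note: 0% = cells with DMSO and 100% = wells without cells with DMSO; values of inactives mirror those of a sister screen read the other way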
# SUMO Mot1 rescue: SUMOylation pathway inhibition by Mot1-301 growth rescue; S. cerevisiae Mot1-301 growth rescue, ATP luminescence, 38.5C; percent above DMSO median, 100 means doubled; growth rescue, % at 18.8 µM; 1% of 320,000 active;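 active = every valid replicate shows activation above 250% relative to neutral control wells; inactive = the rest, any valid replicate at or below 250%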;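 note: OY570 slx delta 5 strain wells were the positive control but not used for scaling; some compounds called inactive have numbers as strong as hits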
# The depositor's hits bear a star; . = not tested or not shown.
SMILES,OPRM1-OPRD1 ag,PfHsp90 set2,PKA-R1A act,AddAB inh,Pemphigus Ab inh,E coli growth,HTR5A ag ctr,phage Ecoli inh,HTR5A inv ctr,OPRM1-OPRD1 inv,SUMO Mot1 rescue
Cc1c(C)c2ccc(OCC(=O)N3CCC(C(=O)O)(c4ccccc4)CC3)c(C)c2oc1=O,-3.0,1.4,1.6,6.0,97.9,-0.7,-1.0,1.0,-3.0,16.9,-16.7
CCC(=Nc1ccccc1N)c1c(O)[nH]c(=O)[nH]c1=O,-1.6,-4.9,2.8,-0.7,102.6,0.3,-0.9,3.7,3.2,7.5,-11.2
CCc1ccc(-n2c(O)c(/C=N/NC(=O)c3ccncc3)c(=O)[nH]c2=O)cc1,-1.5,-11.0,3.8,3.0,.,-0.5,-0.9,3.3,-3.0,7.8,24.3
COc1cccc(CN2CCCC(C(=O)c3ccccc3SC)C2)c1O (centres undefined),1.5,15.8,0.8,-1.6,105.5,-1.3,0.0,0.1,0.1,-8.2,-3.0
CCCC(C)C1C(C#N)=C(N)Oc2c1c(=O)oc1ccccc21 (centres undefined),3.4,12.2,8.8,2.2,.,-0.2,-0.1,2.1,-5.4,-14.3,-19.3
CCCNC(=O)N1[C@H]2CC[C@@H]1C(C(=O)OC)=C(c1cccc(Cl)c1)C2,-1.2,24.1,-4.3,0.5,100.8,-1.3,0.3,2.2,13.0,5.4,5.1
CCN(CC)C(=O)c1ccc(NC(=O)COC(=O)c2ccc(Cl)s2)cc1,1.5,5.6,-8.4,0.8,95.7,-0.5,7.0,0.4,-17.0,-6.0,-9.8
CN1CCCC1c1ccc(=O)[nH]c1 (centres undefined),-1.5,-29.3,-3.4,.,129.2,.,-3.0,1.2,11.6,7.9,.
CN1CCN(c2cc(N3CCNCC3)ccc2[N+](=O)[O-])CC1,-3.0,16.0,-7.5,0.3,105.0,0.6,2.9,-1.8,-10.1,15.5,-1.0
CCOP(=O)(OCC)C(O)c1ccc(OC)cc1OC (centres undefined),-0.7,-9.0,-16.0,0.5,96.9,0.6,-1.3,-2.1,4.5,4.1,-5.3
CC(=NCC1CCCO1)c1c(O)n(-c2ccc(Cl)cc2)c(=O)[nH]c1=O (centres undefined),-2.6,-5.2,-4.4,0.6,106.5,-0.9,-1.8,1.1,2.7,13.1,547.4*
O=c1cc(CN2CC=C(c3ccccc3)CC2)c2c(ccc3ccccc32)o1,-0.7,11.7,-5.8,4.3,95.4,1.3,-3.0,5.0,7.7,3.4,-10.4

# A section of the results above, as a working copy:
SMILES,OPRM1-OPRD1 ag,PfHsp90 set2,PKA-R1A act,AddAB inh,Pemphigus Ab inh,E coli growth,HTR5A ag ctr,phage Ecoli inh,HTR5A inv ctr,OPRM1-OPRD1 inv,SUMO Mot1 rescue
Cc1c(C)c2ccc(OCC(=O)N3CCC(C(=O)O)(c4ccccc4)CC3)c(C)c2oc1=O,-3.0,1.4,1.6,6.0,97.9,-0.7,-1.0,1.0,-3.0,16.9,-16.7
CCC(=Nc1ccccc1N)c1c(O)[nH]c(=O)[nH]c1=O,-1.6,-4.9,2.8,-0.7,102.6,0.3,-0.9,3.7,3.2,7.5,-11.2

# Further results follow:
SMILES,OPRM1-OPRD1 ag,PfHsp90 set2,PKA-R1A act,AddAB inh,Pemphigus Ab inh,E coli growth,HTR5A ag ctr,phage Ecoli inh,HTR5A inv ctr,OPRM1-OPRD1 inv,SUMO Mot1 rescue
CN(C)C1(c2nnnn2CCOC(=O)Nc2ccc(Cl)cc2)CCCCC1,.,7.7,-5.1,-2.7,107.6,2.2,.,4.0,.,.,-6.9
Cc1oc(-c2ccccc2)nc1CN1C(=O)C(C)N=C(c2ccccc2F)c2cc(Cl)ccc21 (centres undefined),1.3,7.8,-7.5,-1.2,101.8,-0.4,-2.2,2.1,6.4,-8.0,81.3
N#Cc1ccc(NC(=O)CCNC(=O)c2ccco2)cc1Cl,0.2,-14.0,-6.7,7.2,110.2,4.8,8.1,6.7,16.9,-1.7,-9.4
CCC(C(=O)N1C[C@H]2C[C@@H](C1)c1cccc(=O)n1C2)c1ccccc1 (some centres undefined),-4.0,-4.4,1.7,5.4,96.2,2.2,3.6,0.7,7.1,20.1,-0.2
Cc1ccc(NC(=O)N2CC2)cc1NC(=O)N1CC1,3.5,1.5,0.8,.,93.3,.,0.3,-0.6,-1.1,-17.7,.
CN1CCN(CCC(C#N)(c2ccccc2)c2ccccc2)CC1,-3.2,1.1,-4.3,-0.5,92.3,0.1,1.0,-1.0,14.7,18.9,97.8
COc1ccccc1OP(=O)(Nc1cccnc1)Oc1ccccc1OC,0.2,5.2,-8.8,2.1,101.8,2.5,7.2,3.1,-26.2,-1.3,30.3
Cc1ccc(-c2nn(Cc3ccccc3)cc2C=O)cc1C,9.4,-58.5,0.8,-0.3,115.9,0.3,4.1,4.0,-0.7,-50.6,-27.3
Cn1c(C(=O)O)c(CC(=O)N2CCN(Cc3ccccc3)CC2)c2ccccc21,1.4,-24.3,3.5,-1.3,107.6,-3.6,-3.0,0.8,-0.5,-8.5,13.3
CCCSP1(=S)NCCCO1 (centres undefined),-1.5,-42.3,-3.0,5.0,103.7,1.9,1.2,0.1,-3.4,8.2,-0.6
Cc1cc(C)nc(N2Cc3ccccc3C2=N)n1,-2.8,16.0,2.2,-1.2,109.4,1.0,1.7,0.3,14.4,14.2,29.8
Cc1cc(/C=C2\C(=O)NC(=O)N(c3cccc(Br)c3)C2=O)c(C)n1C,0.0,9.0,4.3,2.0,89.0,-2.8,2.9,3.9,1.2,0.2,-11.7
COC(=O)C1=C(c2c(C)noc2C)C[C@@H]2CC[C@H]1N2C(=O)NCCO,-2.2,7.8,2.4,0.3,97.8,0.2,1.2,.,1.5,12.8,10.9
Cc1cccc2c1N(N=O)CCC2,-0.7,13.8,4.3,0.4,.,0.9,7.3,4.0,-0.7,3.8,9.7
CCN(CC)CC(O)c1ccc(C2CCCC2)cc1 (centres undefined),0.4,-1.0,0.8,0.8,100.5,0.6,-2.6,3.8,11.1,-2.4,6.8
CN1C(=O)CCC2(C)C1=CCC1C2CCC2(C)C1CCC2(C)O (centres undefined),0.3,37.8,4.6,.,119.2,.,-0.1,1.9,0.4,-1.5,.
CC(=O)C1C2c3ccccc3O[C@@]1(C)N=c1s/c(=C/c3ccoc3)c(=O)n12 (some centres undefined),-0.2,0.4,-5.6,-0.2,101.8,-0.1,-3.2,1.7,13.2,1.6,-1.0
O=C(O)CCn1cc(C=C2C(=O)NC(=S)NC2=O)c(-c2ccccc2)n1,-1.5,-4.4,-10.9,0.0,100.1,-1.9,0.8,1.2,-2.3,7.7,48.2
COC(=O)C1=C(c2ccc(F)cc2OCc2ccccc2)C[C@@H]2CC[C@H]1N2C(=O)NC1CC1,1.0,1.8,-6.9,1.3,104.6,-1.8,13.5,0.2,-0.6,-5.5,19.1
CN1C(=O)C(=Cc2ccc(N3CCOCC3)o2)C(=O)N(C)C1=S,-3.4,10.6,-9.7,-3.3,117.2,-3.3,-3.9,7.1,9.6,22.5,-9.4
Cc1cc(N=Nc2ccccc2C)ccc1N,1.3,-4.7,-9.2,-1.2,88.8,-1.7,1.5,3.0,17.6,-6.7,73.1
O=C(O)C(Cc1cnc[nH]1)NS(=O)(=O)c1ccc(Cl)cc1 (centres undefined),-1.3,14.8,-5.0,2.9,108.0,-1.0,0.6,2.2,-2.1,7.2,-7.9
COCCn1c(O)c(/C=N/NC(=O)CSC(=S)N2CCCC2)c(=O)[nH]c1=S,-4.2,-7.6,1.6,-0.3,94.1,-2.5,-0.7,4.2,30.1*,15.8,-5.1
COc1ccc(C2CC(c3c(O)n(CCc4ccccc4)c(=O)[nH]c3=O)=NN2)cc1OC (centres undefined),-2.4,-3.5,-11.2,0.2,102.4,1.0,2.0,2.1,-16.7,11.8,-17.6
O=c1c2ccccc2nc(-c2ccc([N+](=O)[O-])cc2)n1-c1ccccc1,-0.6,4.1,-6.2,2.2,111.4,-1.1,-2.0,0.7,-1.4,3.4,1.1
COc1ccc2c(c1)c(C(=O)O)c(C)n2C(C)C,-0.2,11.1,0.6,1.6,102.4,-0.6,2.2,2.0,16.5,0.8,-2.6
CC(=O)c1ccc(NC(=O)N2C[C@H]3C[C@@H](C2)c2cccc(=O)n2C3)cc1,-2.2,-10.5,1.8,3.2,104.2,-1.7,-0.1,7.0,7.4,11.4,227.7
CC1CC(C)(O)CC(C(O)CC2CC(=O)NC(=O)C2)C1=O (centres undefined),-1.9,1.2,-6.6,.,88.6,.,0.5,2.1,-1.8,8.1,.
CCOP(=O)(OCC)c1ccc(O)cc1,0.1,.,-0.1,1.5,81.3,1.8,-0.2,3.1,-24.6,-0.7,-13.0
O=C1NC(=O)C2(C(=O)N1)C(c1ccc(F)cc1)NC(=S)NC2c1ccc(F)cc1 (centres undefined),-1.6,-36.5,-0.5,0.0,99.3,1.5,2.2,2.2,-6.6,8.7,13.5
C[C@]12CCC3C(CC[C@H]4C[C@@H](O)CC[C@]34C)C1CC[C@@H]2O (some centres undefined),-1.3,8.8,-1.6,-1.1,91.3,-2.4,1.9,-0.4,-7.2,6.6,56.8
CCN(c1ccc(C(O)(C(=O)OC)C(F)(F)F)cc1)S(=O)(=O)c1ccccc1 (centres undefined),-0.8,5.9,-13.0,1.1,104.1,-1.4,3.7,3.6,5.0,4.8,57.1
C=CCn1c(O)c(C=Nc2c(C)n(C)n(-c3ccccc3)c2=O)c(=O)[nH]c1=O,-1.0,-0.3,1.0,0.1,100.0,-3.5,-2.4,-0.9,7.3,4.9,-4.0
COc1ccccc1CNC(=O)CCC(=O)N1C[C@H]2C[C@@H](C1)c1cccc(=O)n1C2,-2.0,-22.6,-10.4,4.7,99.1,-1.8,0.8,7.2,-24.1,10.4,3.6
CC1=Nc2ccccc2/C1=C/c1c(O)n(C)c(=O)[nH]c1=O,-2.7,-12.1,1.6,3.6,96.2,-1.6,3.1,-1.6,-11.7,13.1,91.8
O=C(O)C1(Br)CC12c1ccccc1-c1ccccc12 (centres undefined),-1.0,15.0,4.4,.,91.9,.,-0.4,1.9,1.5,4.4,.
OC1(c2ccccc2F)CC2CCC(C1)N2CCN1CCOCC1 (centres undefined),-3.2,-21.0,0.6,-0.4,93.0,2.8,4.3,3.6,-16.0,18.6,255.7
CCOc1ccc(N=C2SCCCN2C)cc1,-2.9,.,9.8,3.3,.,1.8,-7.1,2.2,18.6,17.3,-9.8
COc1ccc(/C=N/N=C(/N)N[N+](=O)[O-])c(OC)c1,-1.5,-8.5,1.7,2.7,101.1,1.7,5.5,3.0,3.2,6.4,-4.5
C[C@H]1[C@@H](OS(=O)(=O)O)C[C@@H]2C[C@H]([C@@H](O)c3cc(=O)[nH]c(=O)[nH]3)NC3=NC[C@H]1N32,-1.6,1.7,3.8,.,101.1,.,1.4,.,-6.0,8.4,.
COc1ccc(OC)c(CN2CCCC(C(=O)c3sccc3C)C2)c1 (centres undefined),-1.3,-1.2,-4.7,1.3,99.2,1.3,-1.4,-0.1,-6.4,6.7,210.3
O=C(CN1CCN(Cc2ccc(Cl)cc2)C1=O)N1CCC2(CC1)OCCO2,-0.1,6.4,-1.1,2.9,104.8,0.3,4.2,2.5,-12.2,0.8,18.0
O=C(Cc1ccccc1)N1CCN(C2CCCC2)CC1,-2.0,-5.4,2.3,2.4,102.9,1.1,-3.7,0.0,12.9,11.1,17.6

# A portion of the library. The share of hits here may be higher or lower than overall.
